TWEAK-Fn14 inh – inhibitors of TWEAK-Fn14 signaling, primary screen, luciferase reporter cells, uHTS; actives 2% (n = 360,000); TWEAK-stimulated Fn14 reporter cells, luciferase luminescence, 8 h; inhibition, % at 10 µM; AID 1159606, 2016; in the data active means inhibition above about 50%
CF NFkB inh – inhibitors of PAF-induced NF-kB signaling, primary screen, cell-based, GFP fluorescence, uHTS; KKLEB NF-kB-GFP reporter, GFP fluorescence overnight; inhibition, % at 5 µM; actives 0.86% (n = 360,000); AID 588850, 2011;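 active means at least 50% inhibition at 5 µM, scaled per plate between neutral and stimulator controls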;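 further: PAF is a Pseudomonas aeruginosa culture filtrate used as stimulus; plate controls were PAF-stimulated DMSO wells for no effect and unstimulated DMSO wells for full effect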
aDG glyco up – activators of alpha-DG glycosylation, primary screen, uHTS, Pro5-aDG cells, AlphaScreen. actives 0.22% (n = 360,000). activation, % at 10 µM. alpha-DG glycosylation AlphaScreen (IIH6); 0% Pro5, 100% B10-LARGE cell signal. AID 624168, 2012;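 active means activation of at least 8% versus controls, or a plate z-score of at least 8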;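 further: Pro5 are CHO cells carrying HIG-tagged alpha-DG that lacks glycosylation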
iPSC survival up – enhancers of single-cell hiPSC survival, primary screen, ATPlite luminescence | 100% = ROCK inhibitor wells, 0% = DMSO | actives 0.044% (n = 360,000) | AID 602274, 2012 | survival enhancement, % at 20 µM; in the data active means survival enhancement above about 18%;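 further: cells exposed to compounds for 16 hours before the ATP read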
Shn3 3UTR inh – reduction of Shn3 3'UTR firefly luciferase signal, primary screen, Schnurri-3 inhibitor project, cell-based, Clone20 osteoblasts, set 2; inhibition, % at 12.5 µM; Clone20 osteoblast Shn3 3'UTR firefly luciferase, 24 h; actives 0.52% (n = 360,000);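 active means mean inhibition of at least 75% with every replicate also reaching 75%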;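 further: 0% = median of neutral control wells and 100% = pilot-screen positive control compound; some compounds past the cut are filed as inactive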
HIF-2a inh – HIF-2a reporter inhibitors, primary screen, luminescence, 786-0 RCC cells; 786-0 RCC cells HIF-2a reporter, luciferase luminescence, overnight; inhibition, % at 18.8 µM; actives 0.72% (n = 360,000);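 active means inhibition of the luminescence signal of 40% or more relative to plate controls, in a single-dose primary screen at 18.75 µM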
NR2E3 ag-1 – NR2E3 agonists in two-hybrid cells, primary screen, cell-based, luminescence, CHO-S, Gal4-NCOR/VP16-NR2E3 | actives 0.35% (n = 360,000) | inhibition of corepressor binding, % at 3.98 µM | AID 602229, 2012 | Photoreceptor-specific nuclear receptor (Homo sapiens), Q9Y5X4 | luciferase;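 active means inhibition above the mean of all tested compounds plus 3 SD, cut at about 70% in these data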;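 further: 0% = DMSO with NR2E3 transfected cells and 100% = cells lacking NR2E3 construct; higher means lower luciferase signal from less NR2E3 corepressor binding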
Target sequence (Q9Y5X4 whole entry, looked up, the tested form may be a part): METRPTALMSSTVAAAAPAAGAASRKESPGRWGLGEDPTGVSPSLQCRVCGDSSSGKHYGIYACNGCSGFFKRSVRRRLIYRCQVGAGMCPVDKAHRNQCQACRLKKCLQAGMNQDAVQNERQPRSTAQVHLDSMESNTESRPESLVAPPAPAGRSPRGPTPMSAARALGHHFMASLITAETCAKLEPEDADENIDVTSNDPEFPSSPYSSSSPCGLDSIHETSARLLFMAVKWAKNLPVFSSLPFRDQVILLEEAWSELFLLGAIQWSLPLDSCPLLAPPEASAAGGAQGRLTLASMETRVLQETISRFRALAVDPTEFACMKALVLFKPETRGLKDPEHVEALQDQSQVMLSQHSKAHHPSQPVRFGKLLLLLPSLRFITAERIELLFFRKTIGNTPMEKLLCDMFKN
TRPM1 prom inh – inhibitors of MITF-dependent TRPM1 promoter reporter, primary screen, cell-based, SK-MEL-5, single point, luciferase; SK-MEL-5 TRPM1 promoter luciferase, 24 h; inhibition, % at 12.5 µM; actives 0.83% (n = 330,000);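 active means mean inhibition across replicates of 60% or more, whatever share of single replicates reaches that level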; further: values of inactives mirror those of a sister screen read the other way
KKLEB cytotox – cytotoxicity in KKLEB CF airway cells, primary screen, cytotoxicity control for CF NF-kB inhibitor project, cell-based, uHTS, fluorescence assay plates | KKLEB CF airway cells viability, ATPlite luminescence, overnight; stronger effect = lower value; cells stimulated with P. aeruginosa culture filtrate | activity change (cytotoxicity), % at 5 µM | actives 0.36% (n = 360,000) | AID 602141, 2011;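 active means corrected activity change at or below -50% at 5 µM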
Peg3 prom inh – Peg3 promoter-driven luciferase inhibitors, primary screen, cell-based, HeLa, luciferase luminescence; HeLa PEG-Prom luciferase reporter, overnight; inhibition, % at 20 µM; actives 1.7% (n = 360,000); AID 588405, 2011;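 active means inhibition of at least 50% at 20 µM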
NR2E3 ag-2 – inhibitors of NR2E3-RetCOR corepressor binding, primary screen, NR2E3 agonist project, biochemical, TR-FRET, GST-NR2E3, biotin-RetCOR; 1536-well; AID 2300, 2010; Photoreceptor-specific nuclear receptor (Homo sapiens), Q9Y5X4; actives 0.12% (n = 320,000); inhibition of corepressor binding, % at 4.78 µM;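 active means percent inhibition above the cutoff of mean plus 3 SD of all tested compounds, set per screening campaign, cut at about 20% in these data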;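 further: 0% = DMSO wells and 100% = biotin wells as full block of FRET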
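Assay system: NR2E3–RetCOR corepressor complex. Quantity: 1.35 nM GST-NR2E3. Buffer or medium: pH 7.5 Tris-based buffer. Reagent: biotinylated RetCOR corepressor at 7 nM final. Schedule: 5 h at 4 °C. Detection: TR-FRET, emission read at 617 and 671 nm. Replicates: one well per compound, singlicate testing.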
The depositor's hits bear a star; · = not tested or not shown.

SMILES	TWEAK-Fn14 inh	CF NFkB inh	aDG glyco up	iPSC survival up	Shn3 3UTR inh	HIF-2a inh	NR2E3 ag-1	TRPM1 prom inh	KKLEB cytotox	Peg3 prom inh	NR2E3 ag-2
COc1ccccc1C(=O)Nc1ccc(OCC(=O)N2CCCCC2C)cc1 (stereo not given)	-17	11	0.2	0.2	-10	-73	-23	-13	7	-58	3
C=CCC12C=C(OC)C(=O)OC(OC)(C1O)[C@H](c1ccc3c(c1)OCO3)[C@H]2C (stereo not given in full)	3	-14	0.0	-1.0	-9	7	5	-2	4	15	1
COc1ccc(NC(=O)c2ccc(S(=O)(=O)N(C)C)cc2)cc1	-11	-2	-0.3	-1.7	7	-8	-4	-8	9	-25	3
O=C(NCC1CCCO1)C1CC(c2ccccc2Cl)=NO1 (stereo not given)	-4	-1	-0.3	-1.6	-2	-58	-3	-10	1	-21	2
O=c1[nH]c(C2CCCN(S(=O)(=O)c3ccc(F)cc3)C2)nc2c1nnn2Cc1ccccc1 (stereo not given)	-2	-32	0.0	3.7	-3	12	-21	-5	-3	22	4
O=C(NCCc1cccs1)C1CC(c2ccc([N+](=O)[O-])cc2)=NO1 (stereo not given)	-22	-8	-0.1	-0.5	-97	-254	-63	-85	8	-200	1
CN(C)S(=O)(=O)c1cccc(NC(=O)Cc2ccc(-c3ccccc3)cc2)c1	1	-10	-0.1	0.0	13	-27	44	11	11	-20	3
CCOC(=O)C1=C[C@@H](C(C)(C)C)N(S(=O)(=O)c2ccccc2C)[C@H]1c1ccc(Cl)cc1	3	12	0.1	-1.5	10	-8	5	·	-1	18	·
COc1cc(COc2ccc(-c3nnco3)cc2)ccc1OC(F)F	-35	2	0.2	-0.4	-3	-22	-3	-18	8	-3	2
O=C(O)C1=C[C@@H](c2ccccc2)C[C@@H](OCCCCO)O1	2	-2	0.0	1.8	3	6	-10	-2	3	-10	3
Cc1ccc(NC(=O)COC(=O)CCC(=O)c2ccc(C(C)(C)C)cc2)c([N+](=O)[O-])c1	3	-9	0.2	1.9	30	4	-17	-4	5	-10	3
CCc1ccc2c(c1)C(c1cccs1)=NNC(c1cccnc1)=N2	6	-14	0.0	-3.4	20	6	-22	14	2	-9	-3
Cc1cc(C)c(S(=O)(=O)n2ccc3ccccc32)c(C)c1	24	12	0.1	-1.5	64	17	2	0	-7	23	-2
O=C(COC(=O)c1ccc(Cl)nc1)Nc1ccc2c(c1)OCO2	-3	-3	-0.4	-0.3	-10	7	10	-3	1	21	2
O=C(COC(=O)/C=C/c1ccc(Cl)cc1)NC1CCCCCC1	11	18	-0.2	-0.5	-14	-1	4	2	-2	2	-4
Cc1ccc2[nH]c3c(c2c1)CCCC3NCCO (stereo not given)	5	-5	0.1	-0.3	-3	13	5	-6	3	52*	-4
CC(NS(=O)(=O)c1ccc(OCC(=O)Nc2cccc([N+](=O)[O-])c2)cc1)c1ccccc1 (stereo not given)	29	2	0.7	0.2	28	18	8	5	7	29	0
COC(=O)CSc1nnc(CSc2nc(C)cc(C)n2)o1	1	8	-0.3	1.1	-24	22	-1	2	-12	18	2
Cc1noc(C)c1N=Nc1ccc(Br)cc1C(=O)O	-32	-7	0.6	-1.1	-12	15	-33	4	-11	-1	2
O=C(CN1C(=O)NC2(CCCCC2)C1=O)NCCc1c[nH]c2ccccc12	-10	-23	-0.1	1.8	5	8	-9	6	9	10	-3
CN1C(=O)Cc2cc(S(=O)(=O)NCc3cccs3)ccc21	13	-6	-0.5	-0.6	-34	18	-9	8	7	5	2
O=C(Nc1nonc1-c1ccc(Cl)cc1)c1ccco1	4	10	0.0	-0.3	-30	13	7	-2	-3	-1	-1
COc1cccc(/C=C/C(=O)Nc2ccccc2N2CCOCC2)c1	-14	8	0.0	-0.8	-22	-74	-43	-22	-4	-75	3
CN(C)CCCNC(=O)/C=C/c1ccc(OCc2c(F)cccc2Cl)cc1	-4	21	13*	-0.9	-24	2	-16	19	-20	70*	2
CCN(Cc1ccccc1)S(=O)(=O)c1c[nH]c(C(=O)OC)c1	5	-10	-0.1	3.4	7	2	9	0	2	7	-1
CCN1/C(=C/c2ccc3cc(C)ccc3[n+]2CC)Sc2ccccc21	72*	-312	1.6	-5.2	84	75*	91*	101*	-3	104*	-25
CCN(CC(=O)Nc1ccc2c(c1)OCCO2)C(=O)COc1ccc(C)cc1	-11	-11	-0.3	-0.3	4	-18	13	-9	9	-22	4
Cc1nc(SCC(=O)N2CCCCC2)c2c(C)c(C)sc2n1	1	13	0.4	0.7	21	5	10	10	-21	3	-1
O=C(Cc1ncc(C(F)(F)F)cc1Cl)NC1CC1	-5	6	0.1	-0.9	-3	19	-12	5	2	26	2
CC(/C=N/n1c(COc2ccccc2)n[nH]c1=S)=C\c1ccco1	3	4	-0.1	-0.4	12	18	-11	13	-2	0	0
CN(C(=O)CSc1nc2ccc([N+](=O)[O-])cc2s1)C1CCS(=O)(=O)C1 (stereo not given)	1	14	-0.1	-0.2	-15	5	-3	20	-8	7	2
COCc1ccc(C(=O)NC2CCCc3c2cnn3-c2cc(C)cc(C)c2)s1 (stereo not given)	25	-3	1.3	-0.3	49	-28	60	17	13	-29	·
Cc1ccccc1COC(=O)CCC1=NS(=O)(=O)c2ccccc2N1	2	-6	-0.1	-0.4	5	-1	-12	3	10	7	1
CCOC(=O)C1CCN(C(=O)Cn2cc(C(=O)OC)c3ccccc32)CC1	11	6	-0.3	0.4	5	16	-23	9	17	7	3
O=[N+]([O-])c1ccc(C(=S)N2CCN(Cc3ccccc3)CC2)cc1	12	1	1.7	3.8	5	22	16	5	1	8	1
FC(F)(F)c1cnc(-c2cnc(-c3cccnc3)nc2)c(Cl)c1	-11	-38	-0.5	5.1	-90	-262	3	-103	15	-242	7
Cc1oc2c(cc(NS(=O)(=O)c3ccc4c5c(cccc35)C(=O)N4)c3ccccc32)c1C(=O)OC(C)C	-10	-14	0.8	-1.6	-56	-5	-20	19	-1	10	3
COCCCN1CCN(C2Cc3ccccc3Sc3ccc(Cl)cc32)CC1 (stereo not given)	5	30	0.1	-2.3	-6	6	16	-12	-23	19	-1
CCCn1c(SCC(=O)Nc2cccc(S(=O)(=O)N(C)C)c2)nc2ccccc2c1=O	22	2	-0.3	-0.1	14	26	-19	-5	-4	36	-4
O=C(Nc1c(-c2ccc(F)cc2)nc2ccccn12)c1ccc(F)cc1	-1	-15	0.0	0.6	-7	13	6	7	-1	17	3
Cc1cc(C(=O)Nc2ccccc2C(=O)O)ccc1NC(=O)COc1ccccc1Cl	19	-11	-0.1	-0.1	1	-7	-18	7	20	30	4
COc1ccc(OC)c(NC(=O)CCN2CCN(C)CC2)c1	-15	0	0.0	0.4	10	24	-1	-5	-5	-1	-1
CN(C(=O)Cn1nc(Cl)ccc1=O)C1CCCN(Cc2ccccc2F)C1 (stereo not given)	1	-16	-0.4	0.7	17	2	-9	-1	15	-11	2
CCOc1ccc(OCC(=O)OCC(=O)Nc2ccc3[nH]c(=O)[nH]c3c2)cc1	-2	-29	-0.3	-0.5	-3	1	2	-1	23	-21	·
CCOC(=O)C(C(=O)c1ccccc1)C(c1ccccc1)c1nccc2ccccc12 (stereo not given)	6	51*	0.6	-1.1	61	-12	-16	·	-4	-18	·

The final 3 records of the part above open the next one.
SMILES	TWEAK-Fn14 inh	CF NFkB inh	aDG glyco up	iPSC survival up	Shn3 3UTR inh	HIF-2a inh	NR2E3 ag-1	TRPM1 prom inh	KKLEB cytotox	Peg3 prom inh	NR2E3 ag-2
CN(C(=O)Cn1nc(Cl)ccc1=O)C1CCCN(Cc2ccccc2F)C1 (stereo not given)	1	-16	-0.4	0.7	17	2	-9	-1	15	-11	2
CCOc1ccc(OCC(=O)OCC(=O)Nc2ccc3[nH]c(=O)[nH]c3c2)cc1	-2	-29	-0.3	-0.5	-3	1	2	-1	23	-21	·
CCOC(=O)C(C(=O)c1ccccc1)C(c1ccccc1)c1nccc2ccccc12 (stereo not given)	6	51*	0.6	-1.1	61	-12	-16	·	-4	-18	·
Cc1ccccc1NS(=O)(=O)c1ccc(C(=O)N(C)CC(=O)Nc2ccccc2Br)cc1	4	-4	0.1	-0.4	3	4	-1	-19	-2	11	·
N#Cc1cccc(NC(=O)c2nc(-c3ccccc3)n(-c3ccccc3)n2)c1	3	12	0.9	6.0	7	9	-3	-3	-7	9	-3
CC(OC(=O)c1ccc(-n2cnnn2)cc1)C(=O)Nc1ccccc1F (stereo not given)	-1	-9	0.0	0.8	-6	18	-27	-4	-13	-10	5
O=C1CCN(Cc2ccccc2)C(=O)N1	9	1	-0.2	-0.2	-12	5	-7	10	1	4	·
O=C(Cc1csc(Nc2nc(=S)[nH]c3ccccc23)n1)NCCCN1CCN(c2ccccc2F)CC1	5	-56	-0.2	-0.8	-2	11	16	66*	-32	68*	-3
CCCn1nc2cc(C(=O)NCCCCc3ccccc3)ccc2c1OCC	-32	4	0.4	4.6	-12	3	-2	-8	-15	6	2
CC1CCN(S(=O)(=O)c2ccc(C(=O)N3CCCCC3C(=O)O)cc2)CC1 (stereo not given)	8	-12	-0.2	-0.5	15	18	0	-3	18	-3	4
COC(=O)c1ccc(N2CCOCC2)c(F)c1	-10	0	0.6	1.4	-2	-66	3	-5	0	-43	-1
O=C(N/N=C/c1c(F)cccc1Cl)C1CC1	45	4	0.0	-0.4	-39	-2	-5	-6	3	-3	0
CCN(CC)C(c1ccc(F)cc1)c1nnnn1CC1CCCO1 (stereo not given)	-1	-13	-0.2	-2.2	3	9	-11	-4	-7	0	-4
CS(=O)(=O)N(CC(=O)N1CCCC1)Cc1ccc(Cl)c(Cl)c1	-19	16	0.0	-0.2	7	10	-25	1	-8	5	1
Cc1ccc(N(Cc2ccccc2)C(=O)c2ccc(C)c(S(=O)(=O)N3CCOCC3)c2)cc1	11	27	0.3	0.0	10	4	5	21	-15	27	-1
CCOC(=O)C1=C(COC(=O)c2ccco2)NC(=O)NC1CC (stereo not given)	2	2	0.1	-0.4	2	-3	-6	0	-2	0	1
CCc1nnc(NC(=O)CSc2ccc(-c3ccccc3OC)nn2)s1	-6	-3	0.1	1.3	-5	-5	-5	3	5	3	-1

Source: PubChem
